Source: PubChem
GPR151 activ: activators of human GPR151; Q8TDV0; PathHunter beta-arrestin GPR151 cells, luminescence; activation, % at 11.2 µM; 650,000 tested, 1% active; AID 1508602; in the data active = activation above about 4.9%;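 also: 0% = median of compound wells and 100% = cells with positive control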
Target sequence (Q8TDV0 whole entry, looked up): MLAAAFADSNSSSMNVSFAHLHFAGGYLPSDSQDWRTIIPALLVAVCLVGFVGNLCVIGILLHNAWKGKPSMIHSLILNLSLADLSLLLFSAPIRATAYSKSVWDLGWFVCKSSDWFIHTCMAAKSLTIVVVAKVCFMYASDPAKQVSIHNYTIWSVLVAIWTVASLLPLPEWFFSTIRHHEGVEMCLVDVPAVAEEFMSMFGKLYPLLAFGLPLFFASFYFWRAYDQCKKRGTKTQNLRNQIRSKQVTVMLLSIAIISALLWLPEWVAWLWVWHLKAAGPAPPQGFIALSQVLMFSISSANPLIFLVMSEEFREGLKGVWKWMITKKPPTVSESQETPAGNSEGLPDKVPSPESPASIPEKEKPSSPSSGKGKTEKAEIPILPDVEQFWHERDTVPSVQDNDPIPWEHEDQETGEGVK
TEAD-YAP block: TEAD-YAP interaction inhibition; HEK-TIYL cells, TEAD-Gal4/YAP UAS-luciferase luminescence; inhibition, % at 9.12 µM; 640,000 tested, 1.4% active; in the data active = inhibition above about 32%;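 also: 0% = median of test compound wells and 100% = reference inhibitor wells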
FBW7 activator: human FBW7 E3 ligase activation, primary screen; AlphaScreen FBW7–phospho-cyclin E peptide binding, activator screen; normalized activity (activation), % at 26.1 µM; Q969H0; 650,000 tested, 0.13% active; in the data active = normalized activity above about 1.9%;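 also: purified mutant Fbw7 with reduced substrate affinity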
MITF primary: inhibitors of human MITF | O75030 | AlphaScreen MITF homodimerization, bead proximity signal | inhibition, % at 2.6 µM | 650,000 tested, 0.91% active | AID 1259374; in the data active = inhibition above about 50%;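 also: 0% = vehicle wells with protein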
Target sequence (O75030 whole entry, looked up): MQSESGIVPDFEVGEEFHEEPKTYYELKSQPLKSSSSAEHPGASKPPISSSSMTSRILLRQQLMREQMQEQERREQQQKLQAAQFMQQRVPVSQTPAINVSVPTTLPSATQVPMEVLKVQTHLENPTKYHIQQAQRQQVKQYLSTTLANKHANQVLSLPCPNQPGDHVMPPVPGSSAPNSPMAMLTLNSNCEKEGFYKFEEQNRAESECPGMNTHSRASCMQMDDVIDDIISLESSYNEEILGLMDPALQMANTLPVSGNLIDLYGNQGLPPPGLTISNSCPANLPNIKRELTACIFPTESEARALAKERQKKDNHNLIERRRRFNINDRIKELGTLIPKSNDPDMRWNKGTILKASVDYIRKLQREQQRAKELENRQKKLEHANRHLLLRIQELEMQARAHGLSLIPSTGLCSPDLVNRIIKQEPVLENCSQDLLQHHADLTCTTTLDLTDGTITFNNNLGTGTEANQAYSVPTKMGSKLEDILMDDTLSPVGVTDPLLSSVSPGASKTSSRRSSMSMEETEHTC
* hit, by the source's call.

SMILES	GPR151 activ	TEAD-YAP block	FBW7 activator	MITF primary
CC(C)(C)C(=O)N1CCCC(c2nc(N3CCCC3)ncc2-c2ccncc2)C1 (centres undefined)	1.3	-2.0	-0.1	2.9
Cc1ccc(NS(=O)(=O)c2c[nH]c(=O)[nH]c2=O)cc1F	-2.3	-6.3	0.1	6.7
O=C(Nc1ccc(N2CCOCC2)cc1)c1cc(NCCCN2CCCC2=O)nc2ccccc12	-1.9	-2.5	-0.2	17.6
COC(=O)C1=C(CN2CCOCC2)NC(=O)NC1c1ccc(C)cc1C (centres undefined)	-0.5	-7.5	0.0	-5.9
Cc1csc(SCc2cc(=O)c(OC(=O)c3ccc(Cl)cc3)co2)n1	0.3	0.1	-0.1	15.9
CCCCC1CCC(C(=O)Nc2c3c(nn2-c2ccc(C)cc2)CSC3)CC1 (centres undefined)	0.8	-0.8	0.3	-4.0
COc1ccc(NC(=O)c2cc(-c3ccc4c(c3)OCO4)on2)c(OC)c1	-0.2	-0.5	-0.1	0.3
CCCCOc1ccccc1C1C(C(=O)OCC)=CN(C)C=C1C(=O)OCC	-0.6	2.0	0.6	-33.8
CC(C)N1C(=O)S/C(=C/c2cc3c(cc2Cl)OCO3)C1=O	-1.0	6.8	-0.1	7.8
CN(Cc1cccs1)C(=O)CC1(c2ccccc2Cl)CC(=O)N(C2CCCC2)C1=O (centres undefined)	3.3	1.2	0.0	0.8
Cc1oc(-c2ccccc2Cl)nc1CS(=O)CC(=O)NCc1ccccn1 (centres undefined)	0.1	1.8	0.6	-4.3
CCCCSCCCNC(=O)CN1N=C(c2ccc(OC)cc2)CCC1=O	1.6	11.5	0.0	8.5
COc1ccc(N2CCN(C(=O)c3ccc(CN4CCc5ccccc5C4)cc3)CC2)cc1	0.4	3.2	-0.2	2.0
O=C(CNCCN1CCCCC1)Nc1ccc(N2CCCCCC2)cc1	0.0	0.9	-0.1	90.8*
CCOc1ccc(-n2nnc3c(=O)n(CC(=O)N4CCc5ccccc54)cnc32)cc1	-0.2	8.4	0.0	-1.5
Cc1cccc(-c2noc(CNC(=O)c3cccc(I)c3)n2)c1	-1.5	-1.4	-0.1	-10.4
CC(C)CC(=O)N1CCC(c2nc3c(nnn3Cc3ccccc3Cl)c(=O)[nH]2)CC1	-0.2	-4.3	-0.2	0.3
O=C(NC1CCS(=O)(=O)C1)/C(=C/c1ccco1)NC(=O)c1ccccc1 (centres undefined)	-0.4	3.3	0.1	12.4
CCN1C/C(=C/c2ccc(OC)c(O)c2)C(=O)/C(=C/c2ccc(OC)c(O)c2)C1	1.6	28.2	0.3	2.0
CCOC(=O)c1sc(NC(=O)c2ccc(C)c([N+](=O)[O-])c2)c(C(=O)OCC)c1C	-0.6	6.8	0.2	18.5
c1ccc(Nc2nc(Nc3ccccc3)nc(N3CCOCC3)n2)cc1	-0.6	-36.7	0.1	2.0
CCN(CC)C(C(=O)NC1CCCCC1)c1ccccc1 (centres undefined)	1.0	-1.3	0.0	-9.8
O=C(CN1CCc2nc(N3CCCC3)[nH]c(=O)c2C1)N1CCCCC1	-1.3	11.1	1.0	18.1
O=C1NC(=O)N(c2ccc(O)cc2)C(=O)/C1=C/c1ccc(O)c(Cl)c1	-2.1	-7.6	-0.2	-5.2
CC(C)CCNC(=O)c1ccc2c(c1)NC(=O)C(CS(=O)(=O)Cc1ccc(Cl)cc1)N2 (centres undefined)	1.0	-6.4	-0.1	9.0
COc1ccc(CCNC(=O)c2ccc3c(c2)ncn3-c2cccc(C)c2)cc1OC	0.3	4.0	-0.1	4.8
C=CC[C@H]1CC=C[C@H](CC=C)N1C(=O)C(F)(F)F	0.9	6.5	0.1	-2.1
CCCCC(=O)Nc1ccc(NC(=O)c2ccccc2[N+](=O)[O-])cc1OC	1.2	-1.4	0.0	1.1
CN(C/C=C/c1ccccc1[N+](=O)[O-])CCc1ccccn1	0.8	-3.5	-0.1	29.7
O=C(NC1CC1)c1cc(-c2cccs2)nc2ccccc12	-0.5	17.5	0.0	-7.3
CCOC(=O)c1c(NC(=O)c2cc(Cl)ccc2[N+](=O)[O-])sc2c1CCCCC2	0.0	-5.2	0.4	1.4
O=C1CSC(=O)N1CC(O)CCl (centres undefined)	0.2	-0.4	0.1	1.9
CCN(CC)C(=O)C1CCCN(c2nc(Nc3ccccc3)c3cc(OC)c(OC)cc3n2)C1 (centres undefined)	0.4	23.0	0.3	31.7
Cc1ccc(O)c(-c2cc(-c3ccc(F)cc3)no2)c1	-3.1	21.8	0.1	-6.5
CCOc1cc(/C=C2\SC(N)=NC2=O)cc(Cl)c1OC(=O)c1ccc(OC)cc1	1.5	13.7	0.4	3.0
CCOC(=O)C1=C(N)OC2=C(C(=O)CC(c3ccccc3)C2)C1c1ccccc1OC (centres undefined)	0.5	-3.9	0.1	-11.9
COc1cc(/C=C2/C(=O)N(c3ccccc3)N=C2C)cc([N+](=O)[O-])c1O	0.4	2.7	-0.1	14.7
COc1ccccc1C(=O)NNS(=O)(=O)c1cccc([N+](=O)[O-])c1	0.0	1.0	0.0	-8.3
O=C(CSc1nc2ccc(NC(=O)c3ccccc3C(=O)O)cc2s1)Nc1ccc(F)cc1	-0.1	-23.6	-0.2	3.4
CC1(C)C(c2ccccc2)=[N+]([O-])C(c2ccc(Br)cc2)N1O (centres undefined)	0.7	-2.1	0.3	9.2
Cn1c(C2COc3ccccc3O2)nc2ccc(-c3ncnc4[nH]ccc34)cc21 (centres undefined)	1.4	4.1	2.8*	7.4
C=C1N(CCCCCC(=O)O)C(=O)OC12CCCCC2	0.0	3.8	0.1	-6.2
CC1=C(C(=O)OCc2ccccc2)C(c2ccc(C)c([N+](=O)[O-])c2)NC(=O)N1C (centres undefined)	-0.1	0.6	-0.2	-11.2
CCC1CCCCN1C(=O)c1sc2nc(C)nc(N(CC)CC)c2c1C (centres undefined)	1.0	-3.3	-0.1	-11.1
COc1cc2c(cc1C)C(=O)C(C1(O)C(=O)Nc3ccccc31)CC2 (centres undefined)	0.2	4.6	0.0	2.1
Cc1cc(NC(=O)COCC(=O)O)ccc1-n1cnnn1	-0.8	-1.0	0.3	14.5
O=C(NNC(=O)C1C2CCCCC21)C1C2CCCCC21 (centres undefined)	-1.1	-44.0	1.1	4.8
CCn1ccc(C(=O)Nc2cccc(-c3nc4ccccc4s3)c2)n1	-1.5	-15.1	0.0	-3.0
Cc1c(C(=O)NCCC2=CCCCC2)sc2ncn(Cc3cccc(F)c3)c(=O)c12	-0.6	-55.2	-0.2	10.9
COc1cc(/C=N/c2sc3c(c2C#N)CCCC3)ccc1OCC(=O)O	2.6	-3.1	-0.2	0.9
O=S(=O)(c1ccc(F)c(Cl)c1)N1CCN(c2ccc(-c3ccco3)nn2)CC1	0.1	-9.2	-0.1	-22.1
O=C(Cn1cnc2scc(-c3ccccc3)c2c1=O)c1ccc(Cl)c(Cl)c1	1.2	13.2	0.3	-2.6
Cc1ccc2c(c1)-c1c(ssc1=Nc1ccc(C(C)C)cc1)C(C)(C)N2C(=O)c1ccco1	-2.1	-14.6	-0.1	-0.4
CCc1nc2nc(C)cc(NC3CCN(Cc4ccccc4)CC3)n2n1	-0.3	4.6	0.2	4.7
COC(=O)c1ccc(NC(=O)c2ccccc2C)cc1	-0.7	-39.5	-0.1	-6.2
COc1ccccc1-c1ccc(N2CCCC(C(=O)NCc3ccco3)C2)nn1 (centres undefined)	-2.5	-6.1	-0.2	0.1
CC1CCCC(Nc2ccc(N3C(=O)CCCC3=O)cc2[N+](=O)[O-])C1C (centres undefined)	0.6	-1.4	-0.2	3.3
O=C(COc1ccc2ccccc2c1)Nc1nnc(SCC(=O)N2CCCC2)s1	1.2	5.2	0.1	-1.9
CCn1c(SCC(=O)Nc2ccc(Cl)cc2)nnc1-c1ccc(NC(C)=O)cc1	-0.8	6.2	0.1	2.9
Cc1ccc(N(CC(=O)Nc2cc(C)ccc2C)S(=O)(=O)c2c(C)nn(C)c2C)cc1	-1.4	7.2	0.1	17.0
Additional compounds follow:
SMILES	GPR151 activ	TEAD-YAP block	FBW7 activator	MITF primary
CCOc1ccc(-c2c[n+]3c(n2Cc2ccccc2)SCCC3)cc1	0.3	66.8*	0.0	4.8
CC1CC(C)(C)NC(=S)N1CCC(=O)Nc1cccc(Cl)c1 (centres undefined)	0.2	-1.0	0.1	15.9
CCN(CC)CC(=O)Nc1ccc(-c2ccc(NC(=O)CN(CC)CC)cc2)cc1	0.1	9.9	0.7	13.6
Cc1ccc(OCC(=O)NC23CC4CC(CC(C4)C2)C3)cc1	1.4	-7.9	-0.1	2.9
COc1ccc(NC(=O)CSC2=C(C#N)C(c3ccccc3OC)CC(=O)N2)cc1 (centres undefined)	0.6	4.5	0.0	-11.4
Cc1csc(NC(=O)Cn2c(=O)oc3cc(S(=O)(=O)N4CCCC4)ccc32)n1	0.0	4.2	-0.1	14.3
COc1ccc2cc3cc(C(=O)NC(C)C)oc3nc2c1	1.8	-28.5	0.0	5.8
COc1ccc(S(=O)(=O)/C=C/c2ccccc2)cc1	1.0	8.2	0.0	-4.8
Cc1ccc(NC(=O)c2ccc(NCCO)c([N+](=O)[O-])c2)cc1	-0.5	-66.0	0.2	15.2
CC1(C)CC(=O)C(C(O)c2ccccc2)C(C)(C)N1 (centres undefined)	0.7	-5.9	-0.1	6.2
O=C(CCn1c(=O)oc2ccccc21)NCc1ccccc1	0.1	6.4	0.1	5.5
CCOc1ccc(CNC(=O)C2CC(=O)N(C3CCCC3)C2)cc1OC (centres undefined)	0.2	-8.0	0.0	3.2
COc1ccc(-n2nc(C(=O)NCC(=O)Nc3cc(OC)c(OC)c(OC)c3)c3ccccc3c2=O)c(OC)c1	-1.4	-1.0	0.0	11.5
O=C(Nc1cccc(Cl)c1N1CCCC1)c1cc([N+](=O)[O-])ccc1N1CCOCC1	-0.1	-2.5	0.0	-4.0
COc1ccc(Oc2ccc(C=O)cc2[N+](=O)[O-])cc1	-1.7	2.0	0.1	19.4
COc1ccc2ccccc2c1/C=C1/N=C(c2ccc(-c3ccccc3)cc2)OC1=O	1.3	-4.7	-0.1	-13.6
CCN(CC)N=Nc1ccc(S(=O)(=O)NC23CC4CC(CC(C4)C2)C3)cc1	3.1	-4.6	0.1	-1.9
S=C(Nc1ccccc1Cl)N(CCCN1CCCCCC1)Cc1cccs1	-1.0	-6.6	0.8	-2.6
CCN(CC)Cc1c(C(=O)N/N=C/c2ccc(C(C)(C)C)cc2)nnn1-c1nonc1N	0.5	9.2	0.0	4.7
COc1ccc(C(=O)Oc2cccc3cccnc23)cc1	-1.2	16.5	-0.4	17.5
CCc1ccc(-c2cn(-c3ccccc3Cl)c(=S)[nH]2)cc1	0.7	-6.0	-0.1	10.8
CC(=O)Nc1ccc(S(=O)(=O)Nc2sc3c(c2C(N)=O)CCCCC3)cc1	0.3	-11.1	-0.4	3.9
O=C(NCC1Cc2cccc(-c3ccncc3)c2O1)c1c(F)ccc(F)c1F (centres undefined)	0.5	-8.3	-0.1	1.5
OC(COc1ccccc1Cl)CN1CCN(c2ccccn2)CC1 (centres undefined)	1.8	7.0	0.0	23.7
CCOC(=O)Nc1ccc2c(CN3C(=O)CCC3=O)cc(=O)oc2c1	0.2	-3.9	0.1	3.3
COCC1CCN(Cc2c(C(=O)N(C)CCc3ccccc3)nc3sccn23)C1 (centres undefined)	-0.2	-6.6	-0.2	-11.8
COc1cc(/C=C\CO)cc(OC)c1OC1OC(CO)C(O)C(O)C1O (centres undefined)	1.6	6.9	0.0	0.4
C/C(=C\C(=O)c1ccccc1)Nc1ccc(O)cc1C	-0.4	-0.5	0.8	8.1
CCOC(=O)CC1C(=O)NCCN1C/C=C/c1ccccc1 (centres undefined)	1.1	4.6	0.2	19.5
COc1ccc(CNC(=O)CN(c2cccc([N+](=O)[O-])c2)S(=O)(=O)c2ccccc2)cc1	-0.9	3.8	0.1	15.9

5 records drawn at random from the list so far, as already listed:
SMILES	GPR151 activ	TEAD-YAP block	FBW7 activator	MITF primary
COC(=O)C1=C(CN2CCOCC2)NC(=O)NC1c1ccc(C)cc1C (centres undefined)	-0.5	-7.5	0.0	-5.9
Cc1ccc(O)c(-c2cc(-c3ccc(F)cc3)no2)c1	-3.1	21.8	0.1	-6.5
O=C(CNCCN1CCCCC1)Nc1ccc(N2CCCCCC2)cc1	0.0	0.9	-0.1	90.8*
CCN(CC)N=Nc1ccc(S(=O)(=O)NC23CC4CC(CC(C4)C2)C3)cc1	3.1	-4.6	0.1	-1.9
CCN1C/C(=C/c2ccc(OC)c(O)c2)C(=O)/C(=C/c2ccc(OC)c(O)c2)C1	1.6	28.2	0.3	2.0

Additional records
SMILES	GPR151 activ	TEAD-YAP block	FBW7 activator	MITF primary
CC(C)CCn1c2ccc(Br)cc2c2nc3ccccc3nc21	-1.7	-2.4	-0.1	-4.1
CC1(C)CC(=O)C(C=NC2CCCc3ccccc32)=C(O)C1 (centres undefined)	1.3	-0.8	-0.2	-14.4
CSc1ccccc1NC(=O)c1cc(C2CC2)on1	-0.9	-22.6	0.1	-18.1
O=C(NC1CCCC1)c1cc(-c2ccccc2)nc2ccccc12	1.0	-5.7	0.0	-5.3
CCOc1ccc(-n2c(C)c(C)n3c4c(=O)n(C)c(=O)n(C)c4nc23)cc1	1.2	7.3	-0.1	-6.2
C=CCn1c(SCC(=O)c2[nH]c(C)c(C(=O)OCC)c2C)nc2scc(-c3ccc(C)c(C)c3)c2c1=O	-1.1	-2.2	0.2	-2.8

Structures from the list above that contain bromine (two):
SMILES	GPR151 activ	TEAD-YAP block	FBW7 activator	MITF primary
CC1(C)C(c2ccccc2)=[N+]([O-])C(c2ccc(Br)cc2)N1O (centres undefined)	0.7	-2.1	0.3	9.2
CC(C)CCn1c2ccc(Br)cc2c2nc3ccccc3nc21	-1.7	-2.4	-0.1	-4.1

Compounds were not picked by outcome; overall some 3.4% were active at least once.
